# GLP1R ag: activates the human GLP-1 receptor; actives 0.007% (n = 380,000); HEK293 GLP-1R CRE-luciferase, luminescence, 4-6 h; cells express a hypersensitive GLP-1R form; Potency, µM (doses to about 45.6 µM), for the others: top-dose activation, most hits filed as activators; also: % of control where 0% means no effect
# Target sequence (P43220 whole entry, looked up): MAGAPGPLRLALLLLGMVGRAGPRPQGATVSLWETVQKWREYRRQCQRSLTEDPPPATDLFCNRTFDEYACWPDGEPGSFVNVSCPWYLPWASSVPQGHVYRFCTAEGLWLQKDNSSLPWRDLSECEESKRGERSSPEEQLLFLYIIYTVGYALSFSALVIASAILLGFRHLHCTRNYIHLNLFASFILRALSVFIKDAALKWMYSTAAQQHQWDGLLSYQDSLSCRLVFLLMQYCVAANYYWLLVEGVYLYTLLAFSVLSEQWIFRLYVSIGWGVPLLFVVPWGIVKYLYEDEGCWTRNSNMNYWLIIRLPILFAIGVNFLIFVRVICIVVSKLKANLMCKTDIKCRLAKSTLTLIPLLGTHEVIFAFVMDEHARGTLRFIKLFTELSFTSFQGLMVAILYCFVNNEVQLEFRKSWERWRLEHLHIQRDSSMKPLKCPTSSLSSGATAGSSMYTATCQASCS
# HT1080 IDH1KD tx: kills HT-1080 cells with IDH1 knockdown. actives 2% (n = 360,000). AID 686971. Potency, µM (highest dose often 46.1 µM), inactives show top-dose activity, negative = toxicity, hits mostly cytotoxic. HT-1080 IDH1 knockdown viability, ATP luminescence, 48 h;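 also: 0% = DMSO wells and -100% = cell-free medium wells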
#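 In this qHTS, HT-1080 cells depleted of IDH1 are exposed for 48 h at 37 °C to compound titrations. Toxicity is scored from CellTiter-Glo luminescence, with DMSO as full viability and medium alone as none.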
# HT1080NT lethal: kills 2HG-producing HT-1080-NT fibrosarcoma cells; HT-1080-NT fibrosarcoma viability, CellTiter-Glo ATP luminescence, 48 h; Potency, µM (titrated, usually from 46.1 µM), for the others: top-dose activity, negative = less viability, hits mostly cytotoxic; actives 1.6% (n = 360,000);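 also: NT is the 2HG producing partner of a matched IDH1 knockdown line; 0% = DMSO-treated cells and -100% = media-only wells without cells; nearly all actives have a fitted effect of over 55% in size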
#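 Compounds were tested in concentration-response format on HT-1080-NT cells for 48 hours at 37 degrees C. Cell viability came from CellTiter-Glo luminescence; curves were classified by r2, response magnitude and activity.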
# TDP-43 yeast inh: rescues yeast growth from TDP-43 toxicity; TDP-43 expressing yeast growth rescue, BacTiter-Glo, 24 h; Potency, µM (series often up to 46.1 µM), for the others: at the top dose growth rescue (activation), actives largely listed as activators; actives 1.8% (n = 410,000); AID 652104; also: % of control where 0% means no effect; nearly all actives have a fitted effect of over 50% in size
#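 Cell-based yeast growth screen: TDP-43 expression induced in galactose, inoculum OD600=0.02 after raffinose pregrowth to mid-log. Read-out BacTiter-Glo luminescence at 24 hr, 30 deg C; inhibition of toxicity seen as signal increase.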
# KB-3-1 tox: KB-3-1 parental cell cytotoxicity. KB-3-1 viability, CellTiter-Glo ATP luminescence, 72 h. Potency, µM (series often up to 46.1 µM), for inactives: at the highest dose activity change, negative = cytotoxic, usual class: cytotoxic. actives 1.4% (n = 400,000). AID 1347075; also: % is scaled to controls: 0 for no effect and ±100 for the full control effect; nearly all actives have a fitted effect of over 60% in size
#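 Cells are dispensed, compounds pinned in, plates held at 37 °C for 72 h, then CellTiter-Glo is added and luminescence read after 10 minutes. Cell line: parental KB-3-1 in phenol-red-free DMEM, 10% FBS.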
# GLP-1R inv ag: inverse agonists of human GLP-1 receptor; Potency, µM (doses to about 38.3 µM), without a hit: at the highest dose activity change, negative = inhibition, usual class: inhibitors; HEK293 GLP-1R CRE-luciferase, luminescence, 24 h; GLP-1R form is constitutively active; AID 624417; P43220; actives 1.6% (n = 410,000); also: % is scaled to controls: 0 for no effect and ±100 for the full control effect; nearly all actives have a fitted effect of over 55% in size
#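 Readout was luciferase luminescence, measured 12 min after detection reagent at room temperature. Beforehand, GLP-1R reporter HEK293 cells had sat 12 h, then received compounds for 24 hr at 37 deg C.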
# HEK293 tox: cytotoxicity in counter-screen for GLP-1R inverse agonists; HEK293 cAMP-luciferase reporter cells, luminescence, 24 h; Potency, µM (titrated, usually from 38.3 µM), for inactives: top-dose activity change, negative = inhibition, hits mostly inhibitors; actives 0.13% (n = 410,000);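 also: loss of luciferase light is scored as toxicity; % is scaled to controls: 0 for no effect and ±100 for the full control effect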
#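 MLSMR compounds, 24 hr on cells at 37 deg C/5% CO2; luminescence after luciferase reagent (12 min RT). Inhibition counted as the undesired cytotoxic outcome.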
# KB-V1 cytotox: kills drug-selected multidrug resistant KB-V1 cells; KB-V1 MDR cells viability, CellTiter-Glo, 72 h; Potency, µM (titrated, usually from 46.1 µM), inactives show at the top dose activity change, negative = cytotoxicity, hits mostly cytotoxic; actives 3.4% (n = 400,000); AID 1347076; also: % is scaled to controls: 0 for no effect and ±100 for the full control effect; nearly all actives have a fitted effect of over 60% in size
#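 KB-V1, DMEM (no phenol red) + 10% FBS; cpd pin-transferred, titration series; 72 h, 37 degrees C; CellTiter-Glo, luminescence. Data normalized, curve-fit.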
# SW480 rereplic: DNA re-replication induction in SW480 cells; Potency, µM (top dose mostly 46.1 µM), for inactives: at the highest dose re-replication activation, most hits filed as activators; actives 1.8% (n = 340,000); SW480 DNA re-replication, Hoechst DNA content imaging, 48 h; also: % of control where 0% means no effect; nearly all actives have a fitted effect of over 55% in size
#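 Hoechst fluorescence of nuclei (405 nm excitation, 500-530 nm emission) measured by plate-scanning imager after 48 hr compound exposure at 37 C; re-replication scored as increased number of nuclei with elevated intensity.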
# Numbers without * were called inactive; ? = inconclusive; . = not tested or not shown; & = joins results of further samples; [ ] = remark or other dose. Calls follow the shape of the dose curve; as a rule, active = well fitted curve in the direction sought with a large enough effect; inconclusive = small, poorly fitted or top-dose-only effect, or another doubt; inactive = no such curve, though single readings can be large; an effect the other way counts as inactive or inconclusive. Potency is read from the fitted curve at half-maximal effect.
SMILES,GLP1R ag,HT1080 IDH1KD tx,HT1080NT lethal,TDP-43 yeast inh,KB-3-1 tox,GLP-1R inv ag,HEK293 tox,KB-V1 cytotox,SW480 rereplic
Cc1ccc(Nc2nnc(SC(C)C(=O)Nc3c(C)n(C)n(-c4ccccc4)c3=O)s2)cc1 (configuration not stated),-9%,4%,10%,2%,14%,-19%,6%,8%,1%
COc1cc(S(=O)(=O)N2CCN(c3ccccn3)CC2)ccc1Br,0%,-21%,-9%,6%,-5%,?,11%,?,1%
COc1ccc(CCN(C(=O)COc2ccccc2)c2nc(-c3ccccc3)cs2)cc1OC,0%,0%,5%,-4%,6%,?,0%,5.8µM*,4%
CCc1ccccc1NC(=S)N(CCN1CCOCC1)C1CCN(C(C)=O)CC1,1%,17%,0%,-11%,?,4%,18%,-5%,-3%
COCCn1c(SCC(=O)c2[nH]c(C)c(C(C)=O)c2C)nc2ccccc2c1=O,13%,0%,-5%,13%,12%,26%,-18%,?,?
CCN(C(=O)c1ccc(C)c(Br)c1)c1ccccc1,10%,-5%,0%,-18%[0.397 µM],2%,10µM*,1%,-1%,3%
CC(C)N(N=Nc1ccc([N+](=O)[O-])cc1)C(C)C,9%,5%,9%,1%,2%,-27%,8%,?,0%
COc1cc2ccccc2cc1C(=O)O,2%,9%,3%,0%,16%,3%,1%,1%,-1%
CC(C)COC(=O)C1C2C=CC3(CN(C(C)c4ccc(Br)cc4)C(=O)C13)O2 (configuration not stated),-6%,6%,-2%,-1%,4%,-31%,-8%,-4%,1%
CCOc1ccc(CCNC(=O)CN2C(=O)c3cccnc3Oc3ccc(Cl)cc32)cc1,-4%,1%,0%,-6%&14%,3%&0%,?,4%&3%,-12%&0%,9%
O=C(CC1NCCNC1=O)Nc1ccc([N+](=O)[O-])cc1 (configuration not stated),0%,0%,1%,-3%,7%,5%,0%,7%,8%
OC1CCN(Cc2cn(Cc3ccccc3)nc2-c2cc3ccccc3o2)CC1,13%,-16%,-23%,-3%,-3%,?,2%,-3%,-2%
C/C=C/Cn1c(Br)nc2c1c(=O)[nH]c(=O)n2C,11%,-23%,-2%[9.24 µM],-16%,-12%,0%,1%,-13%,-11%
CCOc1ccccc1-c1noc(CCCC(=O)Nc2cccc(C(F)(F)F)c2)n1,.,.,.,?,0%,?,10%,-10%,.
CC(=O)Nc1ccc(S(=O)(=O)N2CCC(C(=O)NCCC(=O)NCc3ccncc3)CC2)cc1,-1%,0%,17%,1%,-4%,11%,4%,12%,-23%
Cc1ccc(N2C(=O)Cc3ccccc3C2=O)cc1,6%,3%,11%,22%,14%,12%,0%,6%,11%
CCN(CC)S(=O)(=O)c1ccc(NCCCn2ccnc2)c([N+](=O)[O-])c1,19%,-17%,?,-7%,?,?,-17%,?,0%
COc1ccc(-c2csc(NC(=O)c3cccc(N4C(=O)CCC4=O)c3)n2)cc1OC,7%,3%,-7%,12%,?,22%,-22%,-20%,-6%
CC(Sc1nnc(COc2ccc(Cl)cc2)n1Cc1ccco1)C(=O)N1CCNC1=O (configuration not stated),-2%,-14%,-2%[9.24 µM],-17%,1%,-15%,-3%,-1%,-6%
CSc1ncc(Cl)c(C(=O)Nc2nnc(SC)s2)n1,-2%,16%,7%,8%,12%,0%,1%,1%,-4%

# Continued, overlapping the part above by 3 compounds.
SMILES,GLP1R ag,HT1080 IDH1KD tx,HT1080NT lethal,TDP-43 yeast inh,KB-3-1 tox,GLP-1R inv ag,HEK293 tox,KB-V1 cytotox,SW480 rereplic
COc1ccc(-c2csc(NC(=O)c3cccc(N4C(=O)CCC4=O)c3)n2)cc1OC,7%,3%,-7%,12%,?,22%,-22%,-20%,-6%
CC(Sc1nnc(COc2ccc(Cl)cc2)n1Cc1ccco1)C(=O)N1CCNC1=O (configuration not stated),-2%,-14%,-2%[9.24 µM],-17%,1%,-15%,-3%,-1%,-6%
CSc1ncc(Cl)c(C(=O)Nc2nnc(SC)s2)n1,-2%,16%,7%,8%,12%,0%,1%,1%,-4%
COc1cc(CN2CCC(CO)(CCOc3ccccc3)CC2)cc(OC)c1OC,-7%,11%,-3%,2%,4%,-37%,17%,16%,-30%
COc1cccc(CNC(=O)CCC2CCCN(c3cc(C)nc(N(C)C)n3)C2)c1 (configuration not stated),0%,9%,0%,-3%[0.397 µM],-1%,-16%,-8%,-12%,4%
CCn1cc(CNCc2cn(C)nc2-c2ccc(C3CCCCC3)cc2)cn1,23%,21µM*,15µM*,-17%,-9%,?,-11%,?,12%
CCn1cc([C@@H]2C[C@H]3CN(Cc4cccc(Cl)c4)C(=O)[C@]34CCCN24)c(C)n1,9%,-4%,14%,-6%,6%,-7%,-6%,-23%,-5%
Cc1ccc(S(=O)(=O)NC(C)(C)C)cc1C(=O)OCC(=O)N1CCCC1=O,-5%,8%,8%,-2%,-1%,7%,0%,0%,-10%
COc1cc(S(=O)(=O)NCc2ccccc2)ccc1Br,9%,2%,6%,13µM*,0%,11%,-23%,?,-8%
C#CCOCCOCCOCCNc1nc(N2CCN(C(=O)[C@H](CC(N)=O)n3cc(C(N)[C@@H](C)CC)nn3)CC2)nc(N2CCN(C(=O)[C@H](CCC(=O)O)n3cc([C@@H](N)CCCCN)nn3)CC2)n1 (some centres not stated),-2%,16%,10%,24%,-3%,10%,0%,0%,-1%
Cc1[nH]c2ccc(F)cc2c1CCNC(=O)c1cc2cc(Cl)ccc2oc1=O,.,.,.,7%,-2%,6%,-4%,12%,.
COc1cc(NS(=O)(=O)c2ccc(NS(=O)(=O)c3ccc(NC(C)=O)cc3)cc2)nc(OC)n1,2%,9%,14%,-4%,-12%,10%,0%,-3%,-7%
COc1cccc(OCCCCCN2CCOCC2)c1,6%,-17%,0%,-8%,-3%,3%,2%,?,-3%
O=C(c1ccc(Cl)c(Cl)c1)c1cnc(Nc2ccccc2)s1,14%,16%,-5%,-9%,8%,7%,1%,-18%,17%
CCOC(=O)N1CCN(C(=O)CCC(=O)c2ccc(OCC)cc2)CC1,8%,22%,18%,-4%,13%,9%,-6%,?,-3%
CCCNC(=O)C(=O)NCC(c1ccc2c(c1)OCO2)N1CCOCC1 (configuration not stated),.,.,.,6%,2%,1%,3%,24%,.
O=C(CCC1CCCCC1)NC1=NCCS1,1%,2%,2%,-5%,9%,10%,68%[activator],-3%,1%
CCOc1ccccc1N(CC(=O)Nc1ccc(S(=O)(=O)N2CCOCC2)cc1)S(C)(=O)=O,10%,7%,11%,25%,6%,4%,-7%,-14%,-1%
CN(CCC1CCOCC1)C(=O)C1CCC(=O)N(CCc2ccc(Cl)cc2)C1 (configuration not stated),6%,21%,6%,11%,?,-12%,4%,-9%,11%
CCOc1cc(CNc2ccc(N3CCCC3)cc2)cc(Cl)c1OC,0%,?,?,15%,?,?,?,?,16µM*
Cn1c(SCC(=O)c2ccc3c(c2)NC(=O)CO3)nc2ccccc21,17%,30%,10%,-5%[0.397 µM],2%,43%[activator],-4%,?,-4%
Cc1cc(C)n(C(CC(=O)O)C(=O)O)n1 (configuration not stated),0%,7%,-1%,-2%,-1%,2%,1%,13%,-6%
CCn1ccc(C(=O)Nc2ncc(C)s2)n1,-4%,7%,4%,25%,5%,-27%,-12%,3%,23%
COc1ccc(S(=O)(=O)NCCN2CCOCC2)c2ccccc12,4%,-27%,0%,-6%,8%,-11%,7%,-26%,0%
Cc1ccc(NC(=O)C2C(c3ccccc3)C=CC(c3ccccc3)C2C(=O)O)cc1 (configuration not stated),4%,-3%,-1%,?,-27%,-37%,-3%,-18%,8%
Cc1ccc(C23CC4CC(CC(C(N)=O)(C4)C2)C3)cc1,0%,0%,-1%,-8%,4%,?,-4%,0%,-4%
CN(C)c1nc(N)nc2c1ncn2C1OC(CO)CC1O (configuration not stated),-1%,2%,1%,-11%,14%,2%,6%,-7%,.
CSc1cccc(NC(=S)NCCCO)c1,9%,5%,13%,-20%,14%,14%,2%,19%,-69%
CCN(CC(=O)Nc1ccccc1C(F)(F)F)C(=O)c1cc(-c2cccs2)nn1-c1ccccc1,0%,4%,-2%,15%,3%,?,7%,?,-5%
COc1ccc(NC(=O)CCNS(=O)(=O)c2cccc3nonc23)cc1Cl,10%,5%,2%,-11%,-3%,-19%,8%,0%,-19%
CCOC(=O)c1ccc(NC(=S)P(=O)(c2ccccc2)c2ccccc2)cc1,-3%,-18%,-12%,30%,4%,?,?,?,.
CCOC(=O)N1CCN(C(=O)Cn2cnc3ccccc3c2=O)CC1,9%,13%,8%,-5%,11%,4%,7%,13%,-117%[inhibitor]
COc1ccc(/C=N\NC(=O)/C(=C\Nc2nccc(C)n2)NC(=O)c2ccccc2)cc1,2%,1%,0%,-12%,9%,0%,-6%,0%,0%
O=C1C=C(c2ccc(-c3ccccc3)c(F)c2)C[C@@H](c2ccc3c(c2)OCO3)C1,-4%,15%,?,13%,8%,3%,3%,?,-8%
Cc1cc(C(=O)CSc2nnc(N)s2)c(C)n1-c1c(C)n(C)n(-c2ccccc2)c1=O,-1%,13%,3%,-8%,9%,0%,1%,?,1%
Cc1ccc(Cn2ncc3c(N4CCOCC4)ncnc32)cc1,7%,-10%,-1%,20%,-3%,106%[activator],-8%,?,-17%
Cc1cc(OCC(=O)NCc2ccncc2)c2c(C)c(C)c(=O)oc2c1,8%,1%,0%,9%,1%,17%,-2%,?,-40%
O=C(C1CC1)N1CCC(Oc2cccc(C(=O)N3CCCCC3CCO)c2)CC1 (configuration not stated),2%,13%,9%,18%,-9%,11%,-7%,1%,-3%

# Retrieved by structure from above:
SMILES,GLP1R ag,HT1080 IDH1KD tx,HT1080NT lethal,TDP-43 yeast inh,KB-3-1 tox,GLP-1R inv ag,HEK293 tox,KB-V1 cytotox,SW480 rereplic
Cc1cc(OCC(=O)NCc2ccncc2)c2c(C)c(C)c(=O)oc2c1,8%,1%,0%,9%,1%,17%,-2%,?,-40%
COc1ccc(/C=N\NC(=O)/C(=C\Nc2nccc(C)n2)NC(=O)c2ccccc2)cc1,2%,1%,0%,-12%,9%,0%,-6%,0%,0%
